Screening results deposited in PubChem BioAssay by Broad Institute.
TcdB inh – blocks C. difficile toxin B glycohydrolase activity; TcdB glycohydrolase enzymatic assay, plate reader; inhibition, % at 9.99 µM; actives 0.24% (n = 350,000); AID 652162; in the data active = inhibition above about 10%
* marks the source's active call; other numbers are inactive results.

> CCC(=O)N1CC(=O)N2[C@@H](CO)[C@H](c3ccc(C#Cc4cccc(OC)c4)cc3)[C@@H]2C1
  TcdB inh: 1.6
> C[C@@H]1CN([C@@H](C)CO)S(=O)(=O)c2ccc(C#CCC3CCCC3)cc2O[C@@H]1CN(C)C(=O)c1cnccn1
  TcdB inh: -3.2
> COc1ccc2c3c([nH]c2c1)[C@@H](CO)N(C(=O)c1ccncc1)CC31CCN(Cc2cccnc2)CC1
  TcdB inh: 0.2
> C[C@@H](NC(=O)C[C@@H]1CC[C@H]2[C@@H](COC[C@@H](O)CN2C(=O)Nc2cccc(F)c2)O1)c1ccccc1
  TcdB inh: -0.5
> C[C@H]1CN([C@@H](C)CO)S(=O)(=O)c2ccc(C#CC3CC3)cc2O[C@H]1CN(C)CC1CCOCC1
  TcdB inh: 0.1
> C[C@H](CO)N1C[C@H](C)[C@H](CN(C)Cc2ccc(-c3ccccc3)cc2)Oc2ccc(N(C)C)cc2CC1=O
  TcdB inh: -1.8
> CO[C@@H]1CN(C)C(=O)c2ccc(NC(=O)CC(F)(F)F)cc2OC[C@@H](C)N(C(=O)c2ccccc2F)C[C@@H]1C
  TcdB inh: -1.7
> COC(=O)[C@@H]1[C@@H](CO)[C@@H]2Cn3c(ccc(-c4ccccc4)c3=O)[C@@H]2N1Cc1ccccn1
  TcdB inh: -3.2
> CCS(=O)(=O)N1Cc2cc(C(=O)N(C)C)nc(-c3cccc(-c4ccc(C#N)cc4)c3)c2[C@H]1CCO
  TcdB inh: -1.5
> O=C(Cc1cccnc1)N1[C@H](CO)[C@H](c2ccccc2)[C@H]1CNCC1CCC1
  TcdB inh: 1.0

> C[C@H]1CN([C@@H](C)CO)C(=O)c2cccc(NC(=O)Nc3ccc(C(F)(F)F)cc3)c2O[C@@H]1CN(C)CC1CCCCC1
  TcdB inh: 0.0
> COc1cccc(S(=O)(=O)N2C[C@H](O)COC[C@@H]3O[C@@H](CC(=O)NCCCN4CCOCC4)CC[C@H]32)c1
  TcdB inh: -0.4
> COc1ccc(S(=O)(=O)Nc2ccc3c(c2)C(=O)N([C@H](C)CO)C[C@@H](C)[C@@H](CN(C)S(=O)(=O)c2ccccc2)OCCCC[C@@H](C)O3)cc1
  TcdB inh: 0.4
> CCC(=O)N(C)C[C@H]1Oc2cc(-c3cccc(C#N)c3)ccc2S(=O)(=O)N([C@@H](C)CO)C[C@H]1C
  TcdB inh: -1.2
> C[C@@H]1CCCCO[C@H](CN(C)C(=O)Nc2ccc(C(F)(F)F)cc2)[C@@H](C)CN([C@@H](C)CO)C(=O)c2cc(NS(=O)(=O)c3cn(C)cn3)ccc2O1
  TcdB inh: 1.4
> CO[C@H](CN(C)C(=O)Nc1ccc(C(F)(F)F)cc1)[C@H](C)CN(Cc1ccccc1Cl)[C@@H](C)CO
  TcdB inh: 1.1
> C[C@@H]1CN([C@@H](C)CO)C(=O)Cc2cc(NC(=O)Cc3cn(C)c4ccccc34)ccc2O[C@@H]1CN(C)CC1CC1
  TcdB inh: -1.6
> Cc1noc(C)c1NC(=O)Nc1ccc2c(c1)C(=O)N([C@H](C)CO)C[C@@H](C)[C@@H](CN(C)C(=O)Nc1ccc3c(c1)OCO3)O2
  TcdB inh: 0.0
> CC(C)NC(=O)N[C@H]1CC[C@H](CC(=O)O)O[C@H]1CO
  TcdB inh: -0.9
> C[C@@H]1CN([C@H](C)CO)C(=O)c2cc(NC(=O)C3CCCCC3)ccc2O[C@@H](C)CCCCO[C@H]1CN(C)S(C)(=O)=O
  TcdB inh: 0.9

> O=C(c1cccc(F)c1)N1CC(=O)N2[C@@H](CO)[C@@H](c3ccc(-c4ccccc4F)cc3)[C@@H]2C1
  TcdB inh: -0.1
> C[C@H]1CN([C@@H](C)CO)S(=O)(=O)c2ccc(C#Cc3cccc(F)c3)cc2O[C@H]1CN(C)C(=O)NC1CCCCC1
  TcdB inh: 0.3
> C[C@H]1CCCCO[C@@H](CN(C)S(=O)(=O)c2ccc(F)cc2)[C@@H](C)CN([C@@H](C)CO)C(=O)c2cc(NC(=O)CCC(F)(F)F)ccc2O1
  TcdB inh: -6.1
> CO[C@@H]1CN(C)C(=O)c2cc(NC(=O)c3cc(C)on3)ccc2OC[C@@H](C)N(C(=O)C2CC2)C[C@H]1C
  TcdB inh: 0.2
> Cc1noc(C)c1S(=O)(=O)Nc1ccc2c(c1)C(=O)N([C@H](C)CO)C[C@@H](C)[C@@H](CN(C)S(=O)(=O)c1ccccc1)OCCCC[C@@H](C)O2
  TcdB inh: 1.1
> CC(C)CC#Cc1ccc([C@@H]2[C@@H](CO)N3C(=O)CN(C(=O)CN4CCOCC4)C[C@@H]23)cc1
  TcdB inh: 0.1
> C[C@H](CO)N1C[C@H](C)[C@@H](CN(C)C(=O)Nc2ccc3c(c2)OCO3)Oc2ncc(-c3ccccc3)cc2C1=O
  TcdB inh: -0.8
> CCCNC(=O)N(C)C[C@@H]1Oc2cc(C#CCN(C)C)ccc2S(=O)(=O)N([C@@H](C)CO)C[C@H]1C
  TcdB inh: -0.5
> O=C(Nc1ccc2c(c1)[C@@H]1C[C@H](CC(=O)N3CCOCC3)O[C@H](CO)[C@@H]1O2)C1CCOCC1
  TcdB inh: -0.8
> COc1ccccc1-c1ccc([C@H]2[C@@H](CO)N3CCCCN(C(=O)NC4CCCC4)C[C@@H]23)cc1
  TcdB inh: 0.1

Quoted at random: three compounds from above
> C[C@@H]1CN([C@@H](C)CO)C(=O)Cc2cc(NC(=O)Cc3cn(C)c4ccccc34)ccc2O[C@@H]1CN(C)CC1CC1
  TcdB inh: -1.6
> CCS(=O)(=O)N1Cc2cc(C(=O)N(C)C)nc(-c3cccc(-c4ccc(C#N)cc4)c3)c2[C@H]1CCO
  TcdB inh: -1.5
> O=C(c1cccc(F)c1)N1CC(=O)N2[C@@H](CO)[C@@H](c3ccc(-c4ccccc4F)cc3)[C@@H]2C1
  TcdB inh: -0.1

New compounds follow:
> CCC(=O)N1CC2(C1)[C@H](c1ccccc1)[C@H](CO)N2C(=O)NC(C)C
  TcdB inh: 0.6
> CCCNC(=O)N1CC2(C1)[C@H](c1ccccc1)[C@H](CO)N2C(=O)c1ccncc1
  TcdB inh: 0.6
> C[C@@H]1CN([C@H](C)CO)C(=O)c2cc(NS(=O)(=O)c3cn(C)cn3)ccc2O[C@@H]1CN(C)S(=O)(=O)c1ccc(Cl)cc1
  TcdB inh: -1.3
> CC(C)CC#Cc1cnc2c(c1)C(=O)N([C@H](C)CO)C[C@H](C)[C@H](CN(C)S(=O)(=O)c1cn(C)cn1)O2
  TcdB inh: 0.6
> C[C@H]1CCCCO[C@@H](CN(C)Cc2ccccc2)[C@@H](C)CN([C@@H](C)CO)C(=O)c2cc(NS(=O)(=O)c3cn(C)cn3)ccc2O1
  TcdB inh: 1.1
> C[C@@H]1CN([C@@H](C)CO)C(=O)c2cc(N(C)C)ccc2O[C@H]1CN(C)Cc1ccc(Cl)c(Cl)c1
  TcdB inh: -5.1
> C[C@@H]1CCCCO[C@H](CN(C)S(=O)(=O)c2cccs2)[C@@H](C)CN([C@H](C)CO)C(=O)c2cc(NC(=O)CCCCCC(=O)Nc3ccccc3N)ccc2O1
  TcdB inh: -0.5
> CN(C)C(=O)c1ccc(-c2ccc([C@H]3[C@@H](C#N)N(C(=O)Cc4ccccn4)[C@@H]3CO)cc2)cc1
  TcdB inh: -1.1
> C[C@H]1CN([C@@H](C)CO)C(=O)c2c(c3ccccc3n2C)-c2ccccc2CO[C@H]1CN(C)Cc1ccc2c(c1)OCCN2C
  TcdB inh: -0.9
> Cc1ccc(S(=O)(=O)Nc2ccc3c(c2)CC(=O)N([C@H](C)CO)C[C@H](C)[C@H](CN(C)S(=O)(=O)c2ccc(C)cc2)O3)cc1
  TcdB inh: 0.2

Nothing new here: an excerpt of the list.
> CCC(=O)N1CC2(C1)[C@H](c1ccccc1)[C@H](CO)N2C(=O)NC(C)C
  TcdB inh: 0.6
> CCCNC(=O)N1CC2(C1)[C@H](c1ccccc1)[C@H](CO)N2C(=O)c1ccncc1
  TcdB inh: 0.6

The listing continues.
> O=C1O[C@@H](c2ccccc2)[C@@H](c2ccccc2)N2[C@@H](c3ccc(OCCO)cc3)[C@]3(C(=O)Nc4ccc(C#CC5=CCCCC5)cc43)[C@@H](C(=O)N3CCN(c4ncccn4)CC3)[C@H]12
  TcdB inh: -1.7
> COc1cc(/C=C(\C#N)C(=O)Nc2nnc(C(F)(F)F)s2)ccc1OCc1ccc(C(F)(F)F)cc1C(F)(F)F
  TcdB inh: -0.3
> C[C@@H]1CN([C@H](C)CO)C(=O)c2cc(/C=C/c3ccccc3)cnc2O[C@H]1CN(C)C(=O)c1ccncc1
  TcdB inh: -1.1
> COCC(=O)Nc1ccc2c(c1)OC[C@H](C)N(Cc1cc(F)ccc1F)C[C@H](C)[C@@H](OC)CN(C)C2=O
  TcdB inh: 1.2
> C[C@H]1CN([C@@H](C)CO)S(=O)(=O)c2ccc(C#CCN(C)C)cc2O[C@@H]1CN(C)Cc1cccnc1
  TcdB inh: -0.3
> CC(=O)NC[C@@H]1[C@@H](c2ccc(C3=CCCC3)cc2)[C@@H](CO)N1C(=O)C1CCC1
  TcdB inh: 1.0
> CCC(=O)N1CC[C@@H]2[C@@H](CO)Nc3ccc(-c4ccc(C(=O)N(C)C)cc4)cc3[C@@H]21
  TcdB inh: -1.0
> CCNC(=O)[C@@H]1[C@@H](CO)[C@@H]2Cn3c(ccc(C4=CCCCC4)c3=O)[C@H]1N2C(=O)Cc1ccccn1
  TcdB inh: 0.9
> O=C(Nc1ccc(C(F)(F)F)cc1)N[C@H]1CC[C@H](CCNC(=O)c2ccccc2F)O[C@@H]1CO
  TcdB inh: 0.9
> CO[C@H]1CN(C)C(=O)c2ccc(NS(C)(=O)=O)cc2OC[C@@H](C)N(C(=O)C2CCOCC2)C[C@H]1C
  TcdB inh: -11

> O=C(Cc1ccncc1)N1CC[C@@H]2[C@@H](CO)Nc3ccc(-c4cccc(F)c4)cc3[C@@H]21
  TcdB inh: -0.4
> COc1ccc(CN(C)C[C@@H]2Oc3c(NC(=O)c4cnccn4)cccc3C(=O)N([C@@H](C)CO)C[C@H]2C)cc1
  TcdB inh: 0.6
> CN(C)C(=O)c1cccc(-c2ccc([C@@H]3[C@@H](CO)N4CCCCN(C(=O)C5CCCC5)C[C@@H]34)cc2)c1
  TcdB inh: 0.5
> CCCC#Cc1ccc2c(c1)O[C@H](CN(C)C(=O)c1ccccc1F)[C@H](C)CN([C@H](C)CO)S2(=O)=O
  TcdB inh: 0.9
> CO[C@H]1CN(C)C(=O)c2ccc(NC(C)=O)cc2OC[C@@H](C)N(S(=O)(=O)c2cn(C)cn2)C[C@@H]1C
  TcdB inh: 0.3
> O=C(C[C@H]1C[C@@H]2c3cc(NS(=O)(=O)c4ccc(F)cc4)ccc3O[C@@H]2[C@H](CO)O1)NCc1ccccn1
  TcdB inh: -0.4
> COCCNC(=O)C[C@H]1CC[C@@H]2[C@H](COC[C@H](O)CN2Cc2cccc(-c3ccncc3)c2)O1
  TcdB inh: -0.4
> C[C@H](CO)N1C[C@H](C)[C@H](CN(C)Cc2ccc(Cl)c(Cl)c2)Oc2ccc(NC(=O)NC3CCCCC3)cc2CC1=O
  TcdB inh: 1.2
> CC(C)C[C@@H]1NC(=O)[C@H]2C[C@@H](C(=O)NCCCCCNC(=O)CS)[C@@H](c3cccc(OCCO)c3)N2C1=O
  TcdB inh: 0.2
> CCS(=O)(=O)N1CCC2(CC1)CN(Cc1ccc3c(c1)OCO3)[C@@H](CO)c1c2c2ccc(OC)cc2n1C
  TcdB inh: -1.1

> C[C@@H]1CN([C@H](C)CO)C(=O)Cc2cc(NC(=O)Cc3ccccc3)ccc2O[C@H]1CN(C)Cc1ccc(Cl)c(Cl)c1
  TcdB inh: 0.1
> O=C(NCC[C@H]1CC[C@@H](NC(=O)C2CCOCC2)[C@H](CO)O1)c1ccc(F)cc1
  TcdB inh: -9.2
> COc1ccccc1CN1C[C@@H](C)[C@H](OC)CN(C)C(=O)c2ccc(NC(=O)Nc3ccccc3OC)cc2OC[C@H]1C
  TcdB inh: -2.4
> C[C@H]1CN([C@@H](C)CO)C(=O)c2cc(-c3ccccc3)cnc2O[C@H]1CN(C)Cc1ccccn1
  TcdB inh: -3.7
> C[C@H]1CN([C@@H](C)CO)C(=O)Cc2cc(NC(=O)Nc3ccccc3)ccc2O[C@@H]1CN(C)Cc1ccccc1
  TcdB inh: 1.2
> O=C(c1ccc(F)cc1)N1CC(=O)N2[C@H](CO)[C@@H](c3ccc(C#CC4CCCCC4)cc3)[C@H]2C1
  TcdB inh: 0.8
> CN(C)C(=O)c1cccc(-c2ccc3c(c2)[C@H]2[C@H](CCN2C(=O)c2ccccc2)[C@@H](CO)N3C)c1
  TcdB inh: 0.4
> C[C@H]1CN([C@@H](C)CO)S(=O)(=O)c2ccc(C3=CCCC3)cc2O[C@@H]1CN(C)C(=O)c1ccccc1
  TcdB inh: -0.2
> CCCNC(=O)N(C)C[C@H]1Oc2cc(C#C[C@@H](C)O)ccc2S(=O)(=O)N([C@@H](C)CO)C[C@@H]1C
  TcdB inh: -0.1
> COc1ccc2c3c(n(C)c2c1)[C@H](CO)N(CC1CCOCC1)CC31CCN(C(=O)CN(C)C)CC1
  TcdB inh: 0.1

> COc1ccccc1C#Cc1cnc2c(c1)C(=O)N([C@H](C)CO)C[C@H](C)[C@H](CN(C)C)O2
  TcdB inh: -2.1
> CN1C(=O)c2cc(NC(=O)c3ccc(Cl)cc3)ccc2OC[C@H]2O[C@H](CC(=O)NCc3cccc(F)c3)CC[C@H]21
  TcdB inh: 0.1
> C[C@H](CO)N1C[C@H](C)[C@@H](CN(C)C(=O)Nc2cccc3ccccc23)Oc2ccc(NC(=O)Nc3ccc(F)cc3)cc2CC1=O
  TcdB inh: -0.2
> CNC[C@@H]1Oc2ccc(NC(=O)Cn3cnnn3)cc2C(=O)N([C@H](C)CO)C[C@@H]1C
  TcdB inh: -0.6
> C[C@@H]1CN([C@@H](C)CO)C(=O)c2cc(NS(=O)(=O)c3ccc(Cl)cc3)ccc2O[C@@H](C)CCCCO[C@H]1CN(C)S(=O)(=O)c1cccs1
  TcdB inh: 0.0
> COc1cccc(-c2ccc([C@@H]3[C@H]4CN(C(=O)CN5CCOCC5)CC(=O)N4[C@H]3CO)cc2)c1
  TcdB inh: 1.1
> Cc1noc(C)c1NC(=O)Nc1cccc2c1O[C@@H](CN(C)Cc1ccc(-c3ccccc3)cc1)[C@@H](C)CN([C@@H](C)CO)C2=O
  TcdB inh: 0.9
> O=C(C[C@H]1CC[C@H]2[C@@H](COC[C@H](O)CN2C(=O)Nc2ccc(Cl)cc2)O1)NC1Cc2ccccc2C1
  TcdB inh: -1.3

These rows are one share of the data; rates above refer to the full screens.
